IMPase inh – cell-permeable inhibitors of inositol monophosphatase (IMPase). P97697. CHO-M1 cells, IP1 accumulation, HTRF TR-FRET ratio. inhibition (IP1 accumulation), % at 46.1 µM. 120,000 tested, under 10 active. AID 901; active means well fitted curve in the direction sought with a large enough effect in the signal ratio, not every such curve was filed as active; inconclusive means small, poorly fitted or top-dose-only effect, or a change in a side signal; inactive means no such curve, though single readings can be large or run the other way; the % refers to the signal ratio;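 further: cells stimulated with carbachol in lithium chloride buffer; plate controls were DMSO basal wells for no effect and reference inhibitor wells for full effect; higher means more IMPase inhibition seen as more IP1 and lower FRET ratio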
Target sequence (P97697 whole entry, looked up): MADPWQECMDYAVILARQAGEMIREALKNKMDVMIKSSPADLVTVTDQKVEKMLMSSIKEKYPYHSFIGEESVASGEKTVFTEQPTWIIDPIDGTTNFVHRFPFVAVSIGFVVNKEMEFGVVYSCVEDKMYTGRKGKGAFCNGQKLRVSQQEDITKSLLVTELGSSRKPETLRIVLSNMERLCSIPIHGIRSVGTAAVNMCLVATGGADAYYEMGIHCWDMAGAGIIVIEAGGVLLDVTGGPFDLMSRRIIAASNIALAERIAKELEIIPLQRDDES
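Cellular IMPase inhibition is scored as a rise in cytosolic IP1, detected by competitive TR-FRET between d2-labelled IP1 and a europium anti-IP1 antibody. M1-expressing CHO cells were stimulated with carbachol for 30 min at 37C, with lithium (50 mM LiCl) present in the buffer.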
PNC inhibitor – inhibitors of perinucleolar compartment assembly; PC3M PTB-GFP, PNC prevalence imaging, 16 h; hits give low values; activity change (PNC), negative = inhibition, % at 10 µM; actives 3.1% (n = 140,000); AID 2417;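 active means readout at or below -70, meaning at least 70% loss of cells showing the perinucleolar compartment, a nuclear body marking cancer cells; inconclusive means readout between -30 and a set limit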;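 further: plate controls were DMSO wells for no effect and camptothecin positive control wells for full effect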
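PC3M cells stably expressing PTB-GFP, 750–1000 cells/well, treated 16 h at 37 °C with compound (23 nl of library stock), in duplicate. After paraformaldehyde fixation and Hoechst stain, imaged at 20x; PNC prevalence scored by image analysis.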
ALOX15B inhib – inhibitors of human 15-lipoxygenase 2 (ALOX15B); O15296; purified 15hLO-2, xylenol orange hydroperoxide absorbance; Potency, µM (series often up to 57.1 µM), inactives show at the top dose activity change, negative = inhibition, actives largely listed as inhibitors; actives 0.56% (n = 110,000); AID 881; further: potency means the concentration at half of the fitted maximal effect; nearly all actives have a fitted effect of over 60% in size; many of its hits are not listed in these tables
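Purified human 15hLO-2 (50 nM final) preincubated with compounds 15 min at room temperature in 25 mM Hepes pH 7.5, 0.01% Triton X-100, then 45 uM arachidonic acid added for 90 min; hydroperoxide detected via ferrous/xylenol orange, 573/405 nm absorbance ratio.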
12-hLO inh – 12-hLO (ALOX12) enzyme inhibition. purified 12-hLO, xylenol orange hydroperoxide absorbance. Potency, µM (doses to about 57.1 µM), for the others: at the top dose activity change, negative = inhibition, hits mostly inhibitors. actives 0.12% (n = 150,000). AID 1452; further: potency means the concentration at half of the fitted maximal effect; nearly all actives have a fitted effect of over 55% in size; many of its hits are not listed in these tables
Target sequence (P18054 whole entry, looked up): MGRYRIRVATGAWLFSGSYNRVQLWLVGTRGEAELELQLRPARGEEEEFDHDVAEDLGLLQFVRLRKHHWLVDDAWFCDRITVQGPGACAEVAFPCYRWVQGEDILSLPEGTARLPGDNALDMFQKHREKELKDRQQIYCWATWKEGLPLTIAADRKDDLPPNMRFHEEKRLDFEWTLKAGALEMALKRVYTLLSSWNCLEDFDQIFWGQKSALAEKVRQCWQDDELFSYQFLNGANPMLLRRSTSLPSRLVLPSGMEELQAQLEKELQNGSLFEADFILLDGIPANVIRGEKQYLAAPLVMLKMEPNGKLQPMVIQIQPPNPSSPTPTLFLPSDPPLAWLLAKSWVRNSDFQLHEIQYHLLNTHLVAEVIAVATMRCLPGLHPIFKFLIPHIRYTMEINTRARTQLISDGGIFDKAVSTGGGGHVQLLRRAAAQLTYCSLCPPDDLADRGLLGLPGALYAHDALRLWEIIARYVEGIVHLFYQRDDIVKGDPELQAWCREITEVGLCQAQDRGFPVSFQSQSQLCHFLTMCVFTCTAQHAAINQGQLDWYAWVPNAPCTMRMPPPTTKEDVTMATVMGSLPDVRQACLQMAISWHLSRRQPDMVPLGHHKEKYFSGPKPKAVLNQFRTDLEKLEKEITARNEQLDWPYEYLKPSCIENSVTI
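Hydroperoxide output read as Fe(III)-xylenol orange absorbance, 573-to-405 nm ratio, after 30 min reaction with 40 uM arachidonic acid. Enzyme: 150 nM purified human 12hLO, 15 min compound preincubation; 25 mM Hepes pH 7.0, room temperature.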
An asterisk follows results filed as active; ? = inconclusive; · = no result given; [ ] = remark or other dose. Unless noted, the call rests on the fitted dose curve; in most records, active means well fitted curve in the direction sought with a large enough effect; inconclusive means small, poorly fitted or top-dose-only effect, or another doubt; inactive means no such curve, though single readings can be large; an effect the other way counts as inactive or inconclusive. Unless noted, on the % scale 0 is the no-effect control and ±100 the full control effect.

IMPase inh	PNC inhibitor	ALOX15B inhib	12-hLO inh	compound
2	55	·	-5%	C=CCn1c(COc2cccc(C)c2C)nnc1SCC(=O)N1CCN(c2ccccc2)CC1
5	-2	·	-2%	CC(C(=O)Nc1ccc(F)c(F)c1F)N(C)CC(=O)Nc1ccccc1Br (stereo not drawn)
4	-29	·	-10%	COc1ccc(N2CCN(Cc3nc(-c4ccc(Cl)cc4Cl)no3)CC2)cc1
·	?	·	-4%	CCCC(=O)NC(=S)Nc1ccccc1N1CCOCC1
2	-27	2%	4%	O=C(NC1CCCCC1)C1CCN(c2nnnn2-c2ccccc2)CC1
0	2	·	-5%	COc1ccc(/C(O)=C/c2nc3ccc(C(=O)NCCc4cccc(C)c4)cc3[nH]c2=O)cc1OC
0	8	12%	-1%	COC(=O)c1cn(NC(=O)c2ccncc2)c(=O)c2ccccc12
6	?	·	-3%	Cc1cccc(C)c1NC(=O)C(c1cccc([N+](=O)[O-])c1)N(C)C(=O)c1ccccn1 (stereo not drawn)
?	-30	·	1%	COc1ccc(C(=O)Nc2nc(C)c3cc4c(cc3n2)OCO4)cc1
·	-14	·	-4%	Cc1occc1C(=O)NNS(=O)(=O)c1ccc(Cl)cc1
11	-8	-12%	-13%	C=CCn1c(=O)/c(=C/c2ccc(F)cc2)s/c1=C(\C#N)c1nnc2n1CCCCC2
5	27	1%	0%	COc1cc(S(=O)(=O)N2CCCCC2)ccc1NC=O
4	?	10%	3%	Clc1cccc(Nc2c3c(nc4ncnn24)CCC3)c1
-3	?	-22%	1%	C#CCn1c(=NC(=O)c2ccc(Cl)s2)sc2cccc(OC)c21
8	-81*	2%	?	CC(NC(=O)C1CCCN(S(=O)(=O)c2cnc[nH]2)C1)c1ccccc1 (stereo not drawn)
5	-80*	0%	4%	O=C(c1csc2c1CCCC2)N1CCN(c2ccccc2)CC1
·	?	·	-3%	Cc1ccc(CNC(=O)/C=C/c2c(Cl)cccc2Cl)cc1
7	-8	6%	-1%	COCCn1nnnc1C(c1cccs1)N1CCN(c2nc3ccccc3s2)CC1 (stereo not drawn)
14	32	-7%	-3%	COc1cc(OC)c(C(=O)Nc2ccc(S(=O)(=O)Nc3ncccn3)cc2)cc1OC
3	-9	6%	0%	COC(=O)c1ccccc1NC(=O)Nc1cc(C)cc(C)n1
6	?	-1%	-2%	O=C(c1ccccc1)N(c1ccccc1)C1C=CS(=O)(=O)C1 (stereo not drawn)
0	?	·	2%	O=C(/C=C/c1ccco1)Nc1ccccn1
-1	·	13%	-4%	O=C(O)Cc1nn(Cc2ccc(Br)cc2F)c(=O)c2ccccc12
1	-20	2%	0%	CCC(C)NC(=O)CN(c1ccc2c(c1)OCO2)S(=O)(=O)c1c(C)n[nH]c1C (stereo not drawn)
0	-20	-10%	-4%	Cc1ccc(/C=N/NC(=S)NC2CCS(=O)(=O)C2)cc1 (stereo not drawn)
1	36	9%	-9%	COc1ccc(OC)c2sc(NC(=O)c3ccc(S(=O)(=O)N(C)C)cc3)nc12
2	?	-2%	0%	COc1ccccc1-n1cnnc1SCC(=O)Nc1nc(C)c(Cl)cc1Cl
-4	51	20%	-8%[11.4 µM]	c1cnc2c(c1)ccc1cccnc12
17	1	·	-4%	Cc1ccc(S(=O)(=O)Oc2ccc(C)cc2/C=N/N=C2\NC(=O)C(C)S2)cc1 (stereo not drawn)
-2	43	9%	6%	Cn1c(=O)cc(OCC(=O)Nc2ccccn2)c2ccccc21
-1	-28	?	3%	CCN(CC)c1ccc(N2C(=O)/C(=C\c3cccs3)SC2=S)cc1
-2	-22	20%	-1%	CCn1c(NCc2cc(OC)ccc2OC)nc2ccccc21
·	?	·	-1%	COc1ccc(Cl)cc1-n1c(C)cc(C(=O)OCC(=O)N2CC(=O)Nc3ccccc32)c1C
12	·	18%	-5%	c1ccc(CN2CCC3(CCCc4ccccc43)CC2)cc1
5	13	20%	-1%	Cc1cccc(OCC(O)CN2C(C)(C)CC(O)CC2(C)C)c1 (stereo not drawn)
1	-11	0%	1%	CCOC(=O)c1ccc2c(c1)nc(SCC(=O)N1CCCCC1)n2CC
3	?	3%	-3%	Cc1ccc(-c2noc(CCCN3C(=O)c4ccccc4C3=O)n2)cc1
3	21	·	-3%	CCCCOC(=O)c1ccc(NC(=O)C(=O)NCc2ccncc2)cc1
·	·	-10%	0%	C[C@]12CCC3c4ccc(O)cc4CCC3C1CC(O)C2O (stereo partly drawn)
·	?	·	2%	O=S(=O)(Nc1nc2ccccc2nc1Nc1cccc(S(=O)(=O)N2CCCCC2)c1)c1ccccc1

Reprinted at random: two entries already listed, in no set order.
IMPase inh	PNC inhibitor	ALOX15B inhib	12-hLO inh	compound
-2	-22	20%	-1%	CCn1c(NCc2cc(OC)ccc2OC)nc2ccccc21
3	21	·	-3%	CCCCOC(=O)c1ccc(NC(=O)C(=O)NCc2ccncc2)cc1

Shown as a hit in PNC inhibitor, of those listed so far:
IMPase inh	PNC inhibitor	ALOX15B inhib	12-hLO inh	compound
8	-81*	2%	?	CC(NC(=O)C1CCCN(S(=O)(=O)c2cnc[nH]2)C1)c1ccccc1 (stereo not drawn)
5	-80*	0%	4%	O=C(c1csc2c1CCCC2)N1CCN(c2ccccc2)CC1

(further entries)
IMPase inh	PNC inhibitor	ALOX15B inhib	12-hLO inh	compound
-2	-20	4%	-4%	O=c1c2ccc(Cl)cc2[nH]c(=S)n1Cc1cccnc1
11	16	0%	-2%	CC(C(=O)N1CCN(C=O)CC1)N1C(=O)c2ccccc2C1=O (stereo not drawn)
-3	?	4%	-2%	C=CCNC(=O)Nc1ccc(OCC)cc1
·	-5	·	-5%	O=C(NCc1ccc(F)cc1)c1ccc(S(=O)(=O)Nc2cccc(C(F)(F)F)c2)cc1
7	28	-25%	-4%	CCSc1cc(C2C(C#N)=C(N)OC(C)=C2C(=O)OC)c(C)o1 (stereo not drawn)
1	-1	5%	6%	O=C(NC1CCN(Cc2ccccc2)CC1)C1CCCN(c2nnc(-n3cccc3)s2)C1 (stereo not drawn)
·	?	·	-3%	Cc1onc(C(=O)N2CCN(c3ccccc3F)CC2)c1-c1ccccc1Cl
-10	22	2%	-3%	Cc1c(C(=O)N(C)C)sc(NC(=O)c2cc([N+](=O)[O-])cc([N+](=O)[O-])c2)c1C#N
8	-11	22%	-1%	OC(CNCc1ccc(F)cc1)(c1ccccc1)c1ccc(F)cc1 (stereo not drawn)
-1	-30	-2%	-8%	CC(=O)Nc1ccccc1-c1ccc(C)o1
·	·	-8%	1%	Cc1noc(C)c1-c1cc(N(C)C)ncn1
8	-7	6%	0%	Cc1ccccc1-n1c(SCC(=O)NCc2cccs2)nnc1-c1ccncc1
8	-25	·	-7%	CC(=O)N1C(C)c2ccccc2C(C)(C)CC12CCCCC2 (stereo not drawn)
-5	8	-7%	-13%	CCOc1ccccc1NC(=O)C(=O)/C=C(\O)c1cc(OC)ccc1OC
-6	-3	4%	-3%	COC(=O)C1=C(C)N(c2ccc(OC)c(OC)c2)C(=O)C1
-18	15	?	-1%	CCc1sc2nc(SCC(=O)Nc3cc(C)on3)n(-c3cccc(OC)c3)c(=O)c2c1C
7	-20	-11%	-6%	O=C(CSc1nc2c(cnn2-c2ccc(F)cc2)c(=O)[nH]1)N1CCCc2ccccc21
10	31	·	-4%	CCNC(=O)OCC12CC3CC(CC(C3)C1)C2
1	?	-27%	-11%	N#C/C(=N\Nc1cccc(Cl)c1)C(=O)c1ccccc1
4	-15	·	3%	Cc1cc(C)cc(C(=O)N2CCN=C2SCc2ccc([N+](=O)[O-])cc2)c1
-8	17	5%	0%	CCCc1nc2oc3c(NCc4ccccn4)ncnc3c2c2c1COC(C)(C)C2
0	-21	-2%	3%	COc1cc(CO)cc(Br)c1OCC(=O)O
16	-10	4%	-6%	CCN(CC)c1ccc(NC(=O)CSc2nc(C)cc(=O)[nH]2)cc1
23	-11	5%	-4%	Cc1cccc(-c2noc(Cc3ccc(Cl)cc3)n2)c1
4	?	7%[2.29 µM]	-1%	CCOC(=O)c1c(NC(=O)CSc2nnc(CN3CCOCC3)n2C)sc2c1CCCC2
-6	74	13%	4%	CSc1nc(NCc2ccco2)c2sc3nc(C(C)C)c4c(c3c2n1)CC(C)(C)OC4
3	-26	·	-4%	N#Cc1ccc(Oc2ccc(-c3cnc4ccccc4n3)cc2)cc1C#N
7	-10	1%	-4%	CCOC(=O)C1CCCN(c2c(NCCc3ccc(S(N)(=O)=O)cc3)c(=O)c2=O)C1 (stereo not drawn)
8	227	·	-2%	CCOC(=O)CSc1nc2ccccc2c(=O)n1CCN1CCOCC1
3	4	·	1%	Cc1cccc(C)c1Nc1nnc(SCC(=O)NC(=O)c2cccn2C)s1
4	42	2%	-5%	O=C(O)CONC(=O)c1cc(OCC(F)(F)F)ccc1OCC(F)(F)F
·	?	·	1%	CC(C)CCNC(=O)[C@H](CC(C)C)NC(=O)[C@H]1O[C@@H]1C(=O)O
16	?	-7%	2%	C=CCn1c(SCC(=O)Nc2ccc(C(=O)OC(C)C)cc2)nnc1-c1cccs1
9	-30	-5%	-8%	CCOC(=O)c1[nH]c2ccccc2c1NC(=O)c1nonc1C
-2	4	-4%	-3%	Cc1cc(NC(=O)c2ccc(N3C(=O)CCC3=O)cc2)no1
-4	-6	?	-5%	COc1ccc(CCNC(=S)Nc2ccccc2C)cc1
5	?	5%	4%	OCCN1CCN(CCSc2ccccc2)CC1
-11	16	3%	10%	Cc1ccc(S(=O)(=O)NCCSc2nnnn2-c2ccc(C(N)=O)cc2)cc1
0	9	·	1%	Nc1ccc2c(c1)C(=O)N(CCCCCC(=O)O)C2
3	-27	-15%	-1%	C/C(Cl)=C/Cn1c(SCc2ccc(Cl)cc2)nc2c1c(=O)[nH]c(=O)n2C
·	25	·	-2%	O=C(COC(=O)c1cn(-c2ccccc2)nc1-c1ccccc1)c1ccc([N+](=O)[O-])cc1
-6	?	-2%	-13%	CCn1c(C)nc2cc(C(=O)n3cc(C(=O)c4ccccc4O)cn3)ccc21
-1	?	1%	2%	Cc1cc2oc(=O)cc(CN3CCN(S(=O)(=O)c4ccc5c(c4)OCCO5)CC3)c2cc1C
-6	28	-7%	-1%	Cc1cc(=O)oc2cc(NC(=O)CCCC(=O)O)ccc12
1	-4	3%	2%	CC(C)(CSc1nncn1/N=C/c1ccco1)NS(=O)(=O)c1ccc(Cl)cc1
8	?	10%	5%	CCOC(=O)N1CCN(CC(=O)Nc2cc(C)nn2-c2nc3ccccc3s2)CC1
5	47	·	-3%	COc1ccc(NC(=O)Cc2coc3cc(C)ccc23)cc1S(=O)(=O)N1CCOCC1
-8	-11	·	-1%	COCCSc1ccccc1C(=O)Nc1ccc(Cl)cn1
6	?	-25%	-7%	Cc1ccc(C)c(-c2csc(N)c2C(=O)OC(C)C)c1
1[20.6 µM]	·	24%[25.6 µM]	3%[25.6 µM]	CO[C@H]1C=CO[C@]2(C)Oc3c(C)c(O)c4c(O)c(c5c(c4c3C2=O)NC2(CCN(CC(C)C)CC2)N=5)=NC(=O)C(C)=CC=C[C@@H](C)[C@@H](O)[C@@H](C)[C@@H](O)[C@@H](C)[C@@H](OC(C)=O)[C@@H]1C
·	17	·	-2%	N#CCCN(C(=O)COC(=O)c1cccc(S(=O)(=O)Nc2ccc([N+](=O)[O-])cc2)c1)c1ccccc1
2	-24	-2%	-6%	Cc1cc(=O)oc(C)c1C(=O)NCC(C)C
1	31	10%	7%	Cc1cc(Oc2ccccc2)nc(N2CCOCC2)n1
·	10	·	2%	O=C(COC(=O)c1ccccc1Cl)NC(=O)NCc1ccccc1
6	-22	4%	-11%	CCN(CC)C(=O)Oc1ccc(Cl)c2ccccc12
?	0	-12%	1%	O=C(O)c1ccc2cccc(Cl)c2c1O
·	-8	·	3%	Cc1ccc(C2=Nc3ccccc3N=C(c3ccc([N+](=O)[O-])cc3)C2)c(O)c1

High-throughput results as filed in PubChem BioAssay.

Some of the compounds tested; the hit share may differ from the screen's.
